Screening results deposited in PubChem by several laboratories.
Lmaj promast = inhibitors of Leishmania major promastigote growth | Leishmania major promastigotes, resazurin fluorescence viability | inhibition, % at 10 µM | 9% of 200,000 active; in the data active = inhibition above about 50%;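 also: promastigotes grown with compound for 44 hours at 28 °C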
TNAP inh no acc = inhibitors of human TNAP without phosphate acceptor | purified TNAP, CDP-star luminescence, 30 min | inhibition, % at 20 µM | AID 1012 | 0.26% of 200,000 active;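 active = tissue-nonspecific alkaline phosphatase inhibition above about 50% at 20 µM in the single-dose screen, limit read from the data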;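 also: 0% = DMSO negative control and 100% = EDTA positive control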
Target sequence (P05186 whole entry, looked up): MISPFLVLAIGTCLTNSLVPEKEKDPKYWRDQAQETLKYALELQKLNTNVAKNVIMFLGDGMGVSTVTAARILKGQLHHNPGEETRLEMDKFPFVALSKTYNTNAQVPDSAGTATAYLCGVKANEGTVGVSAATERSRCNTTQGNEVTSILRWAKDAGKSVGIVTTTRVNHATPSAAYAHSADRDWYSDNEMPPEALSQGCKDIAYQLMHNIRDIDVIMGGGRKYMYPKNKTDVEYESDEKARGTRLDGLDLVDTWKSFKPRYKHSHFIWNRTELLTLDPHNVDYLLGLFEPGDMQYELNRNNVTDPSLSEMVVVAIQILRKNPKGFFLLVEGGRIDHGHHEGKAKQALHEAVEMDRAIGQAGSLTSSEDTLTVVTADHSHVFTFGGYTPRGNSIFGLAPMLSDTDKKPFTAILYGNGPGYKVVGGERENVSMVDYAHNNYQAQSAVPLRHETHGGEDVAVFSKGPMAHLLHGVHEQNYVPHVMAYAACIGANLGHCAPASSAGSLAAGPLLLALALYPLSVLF
RAM inhibit = inhibitors of the yeast RAM network; S. cerevisiae dse1pr::URA3 reporter, 5-FOA growth OD615, 2 d; analog-sensitive cbk1-as2 kinase mutant strain; inhibition, % at 50 µM; 1.8% of 190,000 active; AID 868;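 active = inhibition above a set limit, 3 SD over mean compound inhibition, cut at about 8.4% in these data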;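 also: 0% = DMSO-only wells with no growth and 100% = 10 µM 1-NA-PP1 full growth; inhibition rescues growth on 5-FOA so higher OD means more RAM inhibition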
FLuc stim CS = firefly luciferase counter-screen for stimulation assays; ATPlite luciferase biochemical, luminescence, 10 min; 0 = ATP-free wells, 1 = DMSO control; P08659; AID 1027; 200,000 tested, under 10 active; activation factor at 10 µM;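 active = luciferase activation factor, scaled between plate controls, of at least 2 with compound at 10 µM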
Target sequence (P08659 whole entry, looked up): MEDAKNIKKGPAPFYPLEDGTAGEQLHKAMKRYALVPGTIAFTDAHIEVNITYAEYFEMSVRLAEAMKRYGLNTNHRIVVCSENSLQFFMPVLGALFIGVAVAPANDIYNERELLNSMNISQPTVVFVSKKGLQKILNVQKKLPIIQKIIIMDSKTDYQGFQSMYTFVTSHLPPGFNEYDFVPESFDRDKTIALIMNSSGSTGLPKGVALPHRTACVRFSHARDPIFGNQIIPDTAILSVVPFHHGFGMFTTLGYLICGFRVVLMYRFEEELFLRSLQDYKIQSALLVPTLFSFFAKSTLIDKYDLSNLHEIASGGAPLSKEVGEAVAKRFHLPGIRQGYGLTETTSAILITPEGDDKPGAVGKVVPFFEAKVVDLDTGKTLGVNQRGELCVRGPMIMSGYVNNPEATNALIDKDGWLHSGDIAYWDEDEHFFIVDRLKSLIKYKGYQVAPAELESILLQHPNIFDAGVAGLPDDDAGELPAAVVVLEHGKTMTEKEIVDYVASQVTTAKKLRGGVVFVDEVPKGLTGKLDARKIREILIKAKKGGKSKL
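Material: luciferase plus luciferin reagent, cell-free. Medium: PBS buffer for ATP. Also added: ATP substrate, dispensed from a 10.24 µM working solution in PBS. Doses: test compounds dosed from 2 mM stocks in 100% DMSO. Incubation: 10 min post-reagent at room temperature. Technique: light output (luminescence). Read-out basis: luminescence gain marking luciferase activators.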
FLuc inh counter = Photinus pyralis luciferase inhibition counter-screen | AID 1006 | ATPLite firefly luciferase biochemical luminescence, 10 min | inhibition, % at 10 µM | 1.5% of 200,000 active | P08659;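 active = inhibition above about 50% when tested at 10 µM, limit read from the data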
bIAP activator = intestinal alkaline phosphatase (bovine) activation; AID 1016; 0.17% of 200,000 active; purified bovine IAP, CDP-star luminescence, 30 min; hits give high values; fold of DMSO-control signal, blank-subtracted; activation factor at 20 µM;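 active = activation factor of 2 or more at 20 µM, a signal rise over negative controls twice the positive control's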
bIAP inhibitor = intestinal alkaline phosphatase (bovine) inhibition | purified bovine IAP, CDP-star luminescence, 30 min | inhibition, % at 20 µM | 190,000 tested, under 10 active;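 active = over 50% inhibition of intestinal alkaline phosphatase at 20 µM in the single-dose screen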
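Incubation: 30 min reaction at room temperature / Material: purified bovine intestinal alkaline phosphatase (IAP) enzyme / Input: enzyme at 1/65,000,000 dilution / Dosing: 20 µM single dose / Signal: CDP-star luminescence signal / Reagent: CDP-star chemiluminescent phosphatase substrate, 30 µM final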
TNAP act hi DEA = increases human TNAP activity under high phosphate acceptor concentration; activation factor at 20 µM; purified TNAP, CDP-star luminescence, 1 M DEA, 30 min; hits give high values; 0 = EDTA background, 1 = DMSO-only activity; AID 1136; P05186; 200,000 tested, under 10 active;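 active = activation factor at least 2 at 20 µM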
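Assay system: human TNAP; Input: enzyme diluted 1/800 final; Reagent: CDP-star luminogenic substrate at 100 µM final; Timing: 30 min, room temperature; Signal: luminescence; Evaluation: TNAP activation factor scaled between EDTA and DMSO control wells.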
TNAP inh hi DEA = TNAP (human) inhibition, high acceptor | purified TNAP, CDP-star luminescence, 1 M DEA | AID 1135 | 0.03% of 200,000 active | inhibition, % at 20 µM;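 active = over 50% inhibition of tissue-nonspecific alkaline phosphatase at 20 µM in the single-dose screen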;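 also: plate controls were DMSO wells for no effect and EDTA-quenched wells as full inhibition for full effect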
APP transl inh = APP translation inhibition | SH-SY5Y APP 5'UTR-luciferase reporter, luminescence | AID 1285 | inhibition, % at 2 µM | 0.82% of 190,000 active;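 active = inhibition above a set limit, derived from the sample mean plus 3 SD, cut at about 45% in these data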; also: values of inactives mirror those of a sister screen read the other way
The depositor's hits bear a star.

SMILES | Lmaj promast | TNAP inh no acc | RAM inhibit | FLuc stim CS | FLuc inh counter | bIAP activator | bIAP inhibitor | TNAP act hi DEA | TNAP inh hi DEA | APP transl inh
Cc1[nH]nc(SCC(=O)NCCc2ccccc2)c1[N+](=O)[O-] | -8 | 13 | 1.8 | 1.1 | -5 | 1 | -1 | 1 | 0 | 8
CCOc1cc(C(=O)Nc2c3c(nn2C(C)(C)C)CS(=O)C3)cc(OCC)c1OCC (stereo not given) | -6 | -1 | 0.2 | 1 | -2 | 1 | -1 | 0.9 | 6 | -4
COc1ccc(/C=C/C(=O)NCc2nc3ccccc3[nH]2)cc1OC | 1 | -26 | 0.2 | 1 | 1 | 1.1 | -9 | 1.1 | -6 | -5
COc1ccc([C@H](C)NC[C@H](O)c2ccc(O)c(NC=O)c2)cc1 | -2 | -6 | 2.4 | 1 | -2 | 1.2 | -18 | 1 | -2 | 4
CC(C)(C)OC(=O)NC(CO)c1cn([C@@H](Cc2cc3ccccc3[nH]2)C(=O)N2CCN(C(=O)OC(C)(C)C)CC2)nn1 (stereo not given in full) | -5 | -16 | 1.8 | 1 | -5 | 1 | 4 | 1.1 | -8 | -9
O=C(CSc1nnnn1C1CC2CCC1C2)Nc1ccnc2ccccc12 (stereo not given) | 2 | -5 | 0.8 | 1 | 4 | 0.9 | 8 | 1 | 2 | 17
N#Cc1ccccc1NC(=O)COC(=O)c1ccc2c(c1)OCCO2 | 0 | -3 | 0.5 | 1 | -3 | 1 | 4 | 1.1 | -9 | -4
O=c1c2ccccc2c(/C=N/n2cnnc2)c(O)n1-c1ccccc1 | -4 | -15 | 0.6 | 1.1 | -7 | 1 | 0 | 1 | -1 | -2
CCCOC(=O)c1ccc(NC(=O)c2cnccn2)cc1 | -7 | -12 | 0.4 | 0.9 | 7 | 0.9 | 6 | 1 | 2 | -54
CCOc1ccc(N(C(=O)Nc2ccccc2)C2=NCCC2)cc1 | -3 | -10 | -0.7 | 1 | -5 | 0.8 | 16 | 1 | -5 | -20
O=S(=O)(NC1CCCCCC1)c1cccc2cccnc12 | 5 | -9 | 0.1 | 1 | -4 | 0.7 | 33 | 1 | -3 | 11
COc1ccc(OCC(=O)Nc2ccc(N3CCCCC3)cc2)cc1 | 13 | 1 | 0.8 | 1 | -1 | 1.1 | -15 | 1 | 0 | -25
O=C1CCC([N+](=O)[O-])C(c2cccc(Br)c2)N1 (stereo not given) | 54* | -7 | 0.9 | 1 | -3 | 1 | 4 | 1.1 | -8 | -2
CC1=C(C(=O)OCC2CCCO2)C(c2ccncc2)C2=C(CC(C)(C)CC2=O)N1 (stereo not given) | -3 | -11 | 3.1 | 1 | 0 | 1 | -5 | 1 | -4 | -2
O=c1[nH]c2ccccc2s1 | -2 | 0 | -2.0 | 0.9 | 7 | 1 | 4 | 1 | 4 | 20
CC(=O)N1CCc2cc(S(=O)(=O)NCCC(=O)N3CCN(c4ccccn4)CC3)ccc21 | 1 | -12 | 0.2 | 1.1 | -5 | 0.9 | 7 | 1 | -2 | -7
CNC(=S)NNC(=O)c1ccc2c(c1)OCO2 | 1 | -56 | 0.2 | 1 | -2 | 1.2 | -25 | 1.1 | -6 | -5
O=C(NCCOc1ccccc1)c1cncc(Br)c1 | 6 | -13 | 1.1 | 1 | -2 | 1 | 4 | 1 | -5 | -37
CCOc1ccc(C(CC(=O)O)NC(=O)C2c3ccccc3Oc3ccccc32)cc1 (stereo not given) | -6 | -4 | 2.7 | 1.1 | -7 | 1 | -3 | 1 | 1 | -1
COc1cccc(C(=O)NNC(=S)NC2CCCCC2)c1 | 12 | -150 | 0.8 | 0.8 | 18 | 1.4 | -44 | 1.1 | -7 | -44

Next part; it opens with the 3 that closed the last part.
SMILES | Lmaj promast | TNAP inh no acc | RAM inhibit | FLuc stim CS | FLuc inh counter | bIAP activator | bIAP inhibitor | TNAP act hi DEA | TNAP inh hi DEA | APP transl inh
O=C(NCCOc1ccccc1)c1cncc(Br)c1 | 6 | -13 | 1.1 | 1 | -2 | 1 | 4 | 1 | -5 | -37
CCOc1ccc(C(CC(=O)O)NC(=O)C2c3ccccc3Oc3ccccc32)cc1 (stereo not given) | -6 | -4 | 2.7 | 1.1 | -7 | 1 | -3 | 1 | 1 | -1
COc1cccc(C(=O)NNC(=S)NC2CCCCC2)c1 | 12 | -150 | 0.8 | 0.8 | 18 | 1.4 | -44 | 1.1 | -7 | -44
COc1ccccc1/C=N/NC(=O)CCn1cnc2ccccc21 | 1 | -4 | 1.0 | 1 | -2 | 1 | 1 | 1 | 1 | 10
COc1ccc(CNC(=O)OCCN2CCN(S(=O)(=O)c3ccc(C)cc3)CCC2=O)cc1 | -4 | -10 | 0.3 | 1 | 1 | 1 | -3 | 1.1 | -5 | -12
CCOC(=O)c1sc2nc(C(C)C)c3c(c2c1N)CC(C)(C)OC3 | -1 | -9 | 0.8 | 1.1 | -9 | 1 | -2 | 1.1 | -11 | -3
CCN(CC)CCCOC(=O)C(c1ccccc1)c1ccccc1 | 86* | -6 | 0.3 | 1.1 | -8 | 1.1 | -12 | 1 | 0 | -1
Cc1ccc(/C=N/NC(=S)NC2CCS(=O)(=O)C2)cc1 (stereo not given) | 2 | -4 | 0.6 | 1 | -2 | 1 | 2 | 1 | -2 | -3
O=C(CNc1ccc(Cl)cc1)NNC(=S)NCc1ccccc1 | 4 | -58 | -1.0 | 1 | -5 | 1 | -2 | 1 | 0 | -3
O=C(COc1ccc(Cl)cc1Cl)NC1CCSC1=O (stereo not given) | -7 | 6 | -0.7 | 0.6 | 41 | 0.9 | 11 | 0.9 | 11 | -38
Cc1ccc2[nH]c(=O)cc(C(=O)OC(C)C)c2c1 | 4 | -4 | 3.9 | 1 | -3 | 1 | -1 | 1 | -3 | -6
CCCn1nc(C(=O)Nc2nc3ccccc3[nH]2)c2ccccc2c1=O | 93* | -24 | 3.9 | 1 | -1 | 1.1 | -9 | 1.1 | -6 | 2
CCn1nnnc1NCc1ccc(OCc2c(F)cccc2Cl)c(OC)c1 | 2 | -6 | -0.9 | 1 | -1 | 1.1 | -12 | 1 | -4 | -20
COc1ccc(OCCOC(=O)c2ccc(-n3cnnn3)cc2)cc1 | -4 | -7 | 1.7 | 1.1 | -6 | 0.8 | 18 | 1 | -4 | 5
CCOC(=O)C1CCN(C(=O)COc2ccc(Cl)cc2)CC1 | -5 | -12 | -1.0 | 1 | 2 | 0.9 | 8 | 1 | -3 | -10
COc1ccc(NC(=O)COc2ccc3c(c2)CCC3)cc1 | -2 | -8 | 0.5 | 1 | -4 | 1 | 1 | 1.1 | -7 | -9
O=C(O)c1cc(S(=O)(=O)N2CCCCC2)ccc1F | -4 | -9 | -0.7 | 1.1 | -9 | 1 | 3 | 1 | -3 | -8
Cc1cc(C)cc(NC(=O)c2oc3ccccc3c2COc2ccccc2)c1 | 89* | -4 | 4.3 | 1.1 | -9 | 1.1 | -8 | 1 | -5 | 7
C#CCOCCOCCOCCNc1nc(N2CCN(C(=O)[C@H]([C@@H](C)CC)n3cc([C@@H](N)CC(C)C)nn3)CC2)nc(N2CCN(C(=O)[C@H](Cc3cc4ccccc4[nH]3)n3cc([C@@H](N)Cc4ccc(O)cc4)nn3)CC2)n1 | 4 | -96 | -0.8 | 1.1 | -9 | 1.7 | -72 | 1.1 | -10 | 11
CCC(=O)N1CCN(c2ccc(NC(=O)c3ccc(-c4ccccc4)cc3)cc2)CC1 | -2 | -14 | 2.7 | 1.1 | -5 | 0.9 | 10 | 1.1 | -13 | 1
COc1ccc(Nc2nc(N)nc(CN3CCC(Cc4ccccc4)CC3)n2)cc1 | 87* | -13 | -0.2 | 1.1 | -8 | 1 | -2 | 1 | -4 | -3
O=C(NCC1CCCO1)C1CCN(C2CCN(C(=O)CC3CCCC3)CC2)CC1 (stereo not given) | -4 | -5 | 1.3 | 1 | -1 | 1.1 | -13 | 1 | -3 | -15
Fc1ccc(COc2cccc(-c3n[nH]c(=S)o3)c2)cc1 | -3 | 4 | -0.1 | 1 | 2 | 1 | -2 | 1 | -2 | 6
CCSCc1nnc(SCC(=O)Nc2cc(F)ccc2C)n1C | -5 | -7 | 2.4 | 1.1 | -10 | 1 | 4 | 1.1 | -5 | 5
COc1ccc(S(=O)(=O)Nc2ccccn2)cc1OC | -2 | -13 | 0.2 | 1.1 | -6 | 0.9 | 10 | 1 | -2 | 7
COc1cc(NC(=O)CCCl)cc(-n2cnnn2)c1 | 2 | -10 | 5.3 | 1 | 1 | 1.1 | -9 | 1 | -5 | -2
CCc1ccc(NC(=O)CSc2nc3ccccc3c(=O)n2CCCC(=O)NCCCN2CCOCC2)cc1 | 2 | -17 | -0.9 | 1 | -2 | 1.2 | -16 | 1 | -2 | -14
Cc1[nH]c2ccccc2c1C(=O)CSc1nc2cc(S(=O)(=O)N3CCCCC3)ccc2o1 | 55* | -13 | -0.7 | 1.1 | -6 | 1 | 5 | 1.1 | -8 | 17
Cc1cc(C(=O)CN2C(=O)NC(CC(C)C)C2=O)c(C)n1-c1ccccc1F (stereo not given) | -1 | -14 | 0.1 | 0.9 | 10 | 1 | -3 | 1 | -4 | -70
CC1(C)CC(C)(O)N(Cc2ccccc2)C(=S)N1 (stereo not given) | -4 | 3 | -0.6 | 1 | 0 | 0.9 | 8 | 1 | 4 | -2
Cc1ccc(Oc2nc(CN3CCOCC3)nc3sc4c(c23)CCC(C)C4)cc1 (stereo not given) | 76* | -9 | -0.6 | 1.1 | -5 | 1.1 | -7 | 1.1 | -6 | -12
CC(SCc1ccccc1)C(=O)Nc1ccc(F)cc1 (stereo not given) | 14 | -12 | -1.0 | 1.1 | -8 | 1 | -2 | 1.1 | -6 | -4
CC1=CN2C(=N)/C(=C/c3ccc(Sc4ccc(Cl)cc4)o3)C(=O)N=C2S1 | 6 | 12 | 3.6 | 1 | 1 | 0.7 | 29 | 0.8 | 20 | 8
NS(=O)(=O)c1ccc(NC(=O)C2COc3ccccc3O2)cc1 (stereo not given) | -1 | -11 | 1.4 | 1.1 | -6 | 0.8 | 17 | 1 | -4 | 6
Cc1ccc(-c2nc(C=Nc3cccc(C)c3)c(O)o2)cc1 | 0 | -1 | 2.2 | 0.9 | 7 | 0.7 | 25 | 1 | 4 | -9
COc1cccc(C2=NNC(=NCc3ccccc3)SC2)c1 | 32 | -1 | 0.1 | 0.9 | 13 | 1.1 | -8 | 1 | 1 | -36
COc1ccc2oc(=Nc3ccc(C(=O)O)cc3)c(C(=O)NCc3ccco3)cc2c1 | 0 | -11 | 5.7 | 1 | -2 | 0.9 | 10 | 1 | -1 | -16
C/C(=C\C(=S)Nc1ccccc1)Nc1ccccc1 | 36 | -16 | 0.9 | 0.8 | 23 | 0.9 | 14 | 1 | 0 | -2

3 entries already listed, sorted by their value in RAM inhibit, descending.
SMILES	RAM inhibit
COc1cc(NC(=O)CCCl)cc(-n2cnnn2)c1	5.3
CCc1ccc(NC(=O)CSc2nc3ccccc3c(=O)n2CCCC(=O)NCCCN2CCOCC2)cc1	-0.9
CC(SCc1ccccc1)C(=O)Nc1ccc(F)cc1 (stereo not given)	-1.0
